MLL CXXC-DNA inh: qHTS Fluorescence Polarization Assay for Inhibitors of MLL CXXC domain - DNA interaction | Histone-lysine N-methyltransferase 2A (Homo sapiens), Q03164 | MLL-CXXC / FITC-HOXA9 DNA fluorescence polarization | Potency, µM (titrated, usually from 115 µM), for inactives: top-dose activity change, negative = inhibition, actives largely listed as inhibitors | hit rate 0.037% among 290,000; active means well fitted inhibition curve with a large enough effect in the polarisation, with a control signal flat, not every such curve was filed as active; inconclusive means small, poorly fitted or top-dose-only effect, or effect the other way, or a change in a side signal; inactive means no such curve, though single readings can be large or run the other way; the % refers to the polarisation; further: potency means the concentration at half of the fitted maximal effect
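Steps: dispense CXXC domain solution (7 uM) → pin compounds or unlabeled HOX-A9 DNA control → 5 min ambient → add FLSN-HOX-A9 solution (50 nM) → spin → 30 min ambient → fluorescence polarization. Tris pH 7.5/NaCl/DTT/BSA buffer.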
Tb PFK inh: qHTS Assay to Find Inhibitors of T. brucei phosphofructokinase | T. brucei PFK, ADP-Glo luminescence | AID 485367, 2010 | hit rate 0.17% among 330,000 | ATP-dependent 6-phosphofructokinase (Trypanosoma brucei brucei), O15648 | Potency, µM (doses to about 57.5 µM), inactives show at the top dose activity, negative = inhibition, hits mostly inhibitors;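 further: potency means the concentration at half of the fitted maximal effect; 0% = uninhibited 1x PFK enzyme wells and -100% = no-enzyme wells; nearly all actives have a fitted effect of over 60% in size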
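ADP-Glo luminescence quantified ADP after 45 min at room temperature, with 1.25 nM T. brucei PFK, 0.1 mM ATP and 0.5 mM fructose-6-phosphate in pH 8.0 TEA buffer. qHTS titrations up to 57 µM; curves classified by quality.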
BCR signal inh: qHTS Assay to Find Inhibitors of Chronic Active B-Cell Receptor Signaling; ABC-DLBCL IkBa-CBG/CBR reporter, luminescence ratio, 4 h; Potency, µM (series often up to 46.1 µM), for inactives: at the top dose ratio change, negative = lower green/red ratio, usual class: inhibitors; hit rate 0.05% among 340,000; AID 493014, 2011; active means well fitted inhibition curve with a large enough effect in the signal ratio, with a control signal flat, not every such curve was filed as active; inconclusive means small, poorly fitted or top-dose-only effect, or effect the other way, or a change in a side signal; the % refers to the signal ratio;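 further: potency means the concentration at half of the fitted maximal effect; plate controls were basal doxycycline-induced cells for no effect and cells given 10 µM MG132 for full effect; MG132 reads +100%, hits lower the ratio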
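Compounds up to 46 uM were incubated four hours with TMD8 cells whose green CBG68 luciferase is fused to IkappaBalpha; red CBR luminescence normalised the signal, and concentration-effect curves were fitted to fusion, red and ratio data.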
Coupling enz: qHTS Assay for Inhibitors of Fructose-1,6-bisphosphate Aldolase from Giardia Lamblia: Coupling assay counterscreen; hit rate 0.67% among 290,000; activity change, negative = inhibition, % at 58.2 µM, hits read low; coupling enzyme system counterscreen, AmpLite Red fluorescence; in the data active means activity change below about -30%; further: on the % scale 0 is the no-effect control and ±100 the full control effect
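Final compound at 57.5 uM, incubated 10 min at RT with coupling enzyme reagent (glyceraldehyde-3-phosphate), then 20 min with substrate and AmpLite Red detection. Fluorescence read at 525/598 nm; tests interference with the coupling assay, not aldolase inhibition.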
KCNH2 WT inh: qHTS for Inhibitors of KCHN2 3.1: Wildtype qHTS; activity change, % at 1.84 µM; AID 720551, 2013; hit rate 0.37% among 340,000; Voltage-gated inwardly rectifying potassium channel KCNH2 (Homo sapiens), Q12809; U2OS, BacMam KCNH2, thallium flux FluxOr; stronger effect = lower value;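 active means maximum activity change below -70%; inconclusive means maximum activity change between -70% and -50%; inactive means maximum activity change above -50%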; further: on the % scale 0 is the no-effect control and ±100 the full control effect
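U2OS cells transduced with wild-type KCNH2 virus are loaded with FluxOr dye for 45 min, and thallium flux is measured in kinetic reads before and after stimulation buffer. Rate constants are normalized to DMSO controls.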
TSHR antag: Antagonists of the Thyroid Stimulating Hormone Receptor: HTS campaign | hit rate 0.2% among 330,000 | activity change, negative = inhibition, % at 11.5 µM | AID 504810, 2011 | Thyrotropin receptor (Homo sapiens), P16473 | TSHR-expressing cells, TSH-stimulated cAMP HTRF, 2 h; stronger effect = lower value;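 active means activity change below a set negative limit, meaning inhibition stronger than a set level, cut at about -70% in these data; inconclusive means activity change between two set negative limits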; further: on the % scale 0 is the no-effect control and ±100 the full control effect
Target sequence (P16473 whole entry, looked up): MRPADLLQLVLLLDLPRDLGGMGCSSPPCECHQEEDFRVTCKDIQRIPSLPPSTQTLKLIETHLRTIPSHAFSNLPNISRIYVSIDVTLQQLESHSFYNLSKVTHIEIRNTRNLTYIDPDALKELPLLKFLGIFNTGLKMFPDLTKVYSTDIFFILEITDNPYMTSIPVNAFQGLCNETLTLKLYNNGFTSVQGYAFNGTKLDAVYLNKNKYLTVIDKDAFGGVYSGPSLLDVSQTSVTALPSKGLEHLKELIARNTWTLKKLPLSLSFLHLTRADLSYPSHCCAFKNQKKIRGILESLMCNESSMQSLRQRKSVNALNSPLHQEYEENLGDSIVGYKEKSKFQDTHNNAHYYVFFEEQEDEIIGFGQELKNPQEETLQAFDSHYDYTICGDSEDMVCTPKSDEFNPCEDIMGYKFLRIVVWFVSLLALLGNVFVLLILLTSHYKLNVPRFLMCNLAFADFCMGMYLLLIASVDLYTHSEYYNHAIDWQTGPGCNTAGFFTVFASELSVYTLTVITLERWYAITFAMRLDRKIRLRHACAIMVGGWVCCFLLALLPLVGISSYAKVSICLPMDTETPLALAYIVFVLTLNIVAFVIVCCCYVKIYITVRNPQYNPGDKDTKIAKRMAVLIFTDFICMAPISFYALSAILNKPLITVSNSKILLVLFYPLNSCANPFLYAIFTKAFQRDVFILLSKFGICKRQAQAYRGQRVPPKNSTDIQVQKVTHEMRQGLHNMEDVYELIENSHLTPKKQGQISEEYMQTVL
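TSHR-expressing cells, 200/well, pre-treated with compound, then stimulated with EC80 TSH (4nM final) for 2 hours at 37 deg C. cAMP measured by competitive HTRF: anti-cAMP cryptate antibody in lysis buffer plus cAMP-d2, read after 30 minutes at room temperature.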
Giardia killer: Small Molecules that selectively kill Giardia lamblia: qHTS; hit rate 0.15% among 340,000; AID 540267, 2011; Giardia lamblia trophozoite viability; activity change, % at 7.66 µM, hits read low; in the data active means activity change below about -80%; inconclusive means between about -30% and that limit;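 further: parasites exposed to compound for two days anaerobically before the ATP read; on the % scale 0 is the no-effect control and ±100 the full control effect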
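Anaerobic 48 hrs incubation at 37 deg C of 100 trophozoites/well with test compounds; ATPLite 1-Step luminescence, 15-30 min RT, reports cellular ATP as viability.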
A-T KAP1 phos: qHTS Assay for Identifying a Potential Treatment of Ataxia-Telangiectasia | […] A-T fibroblasts, KAP-1 phosphorylation AlphaLISA; neocarzinostatin DNA damage 30 min before lysis | Potency, µM (top dose mostly 57.5 µM), for the others: top-dose activation, most hits filed as activators | hit rate 0.19% among 320,000 | AID 485349, 2010; further: potency means the concentration at half of the fitted maximal effect; % of control where 0% means no effect; nearly all actives have a fitted effect of over 45% in size
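hTERT-immortalized A-T patient fibroblasts ([…]), 500 cells/well in OPTI-MEM, 1% FBS, got compounds for 60 min, then NCS for 30 min at 37C. Lysates were then assayed for phospho-KAP-1 by AlphaLISA (anti-pKAP1 donor, anti-KAP1 acceptor beads), 6 hr at 25C.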
GALK inh: qHTS Assay for Inhibitors of Human Galactokinase (GALK) | AID 1868, 2009 | Potency, µM (highest dose often 57.5 µM), without a hit: at the highest dose activity change, negative = inhibition, usual class: inhibitors | P51570 | hit rate 0.007% among 270,000 | Purified GALK, Kinase-Glo residual ATP luminescence; further: potency means the concentration at half of the fitted maximal effect; on the % scale 0 is the no-effect control and ±100 the full control effect
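ATP-depletion format; final 35 uM ATP, 100 uM D-galactose, 5 nM enzyme; pH 8.0 HEPES/Mg2+ buffer; 60 min RT; luminescence read 10 min after detection reagent.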
TCR activator: Activators of T cell receptors: qHTS campaign. 330,000 tested, under 10 active. Potency, µM (doses to about 9.22 µM), for the others: at the highest dose activation of IL-2 secretion, most hits filed as activators. primary human leukocytes, anti-CD3, IL-2 HTRF, 48 h; further: % of control where 0% means no effect
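Activity was scored as IL-2 release from primary human leukocytes given only a TCR signal (a-CD3 beads) plus compound for 48 hr. Detection used a two-antibody HTRF format read at 665nm.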
The depositor's hits bear a star; ? = inconclusive; nt = not tested or not shown; [ ] = another dose, or the depositor's remark. Unless noted, the call rests on the fitted dose curve; in most records, active means well fitted curve in the direction sought with a large enough effect; inconclusive means small, poorly fitted or top-dose-only effect, or another doubt; inactive means no such curve, though single readings can be large; an effect the other way counts as inactive or inconclusive.

no.	molecule	TSHR antag	MLL CXXC-DNA inh	KCNH2 WT inh	GALK inh	A-T KAP1 phos	Coupling enz	TCR activator	Tb PFK inh	Giardia killer	BCR signal inh
1	COc1cccc(C(=O)c2c[nH]c(C(=O)NCCCN3CCOCC3)c2)c1	-1.1	25.7%	nt	0.7%	2.4%	1.9	-4.2%	-1.7%	-6.5	-1.9%
2	OCC1(CCCc2ccccc2)CCN(Cc2cc(F)ccc2F)CC1	-3.9	-0.8%	10.8	9.3%	1.6%	3.0	4.6%	-4.6%	2.4	-1.2%
3	COc1cc(C=O)cc(OC)c1OS(=O)(=O)c1ccc(NC(C)=O)cc1	1.4	-10.8%	-1.0	3.4%	1.0%	1.6	0.7%	-3.6%	-6.6	-2.6%
4	Cc1ccc(NC(=O)CSCc2c(C)noc2C)cc1C	2.6	1.6%	-5.0	4.2%	?	2.0	-0.3%	2.1%	-0.4	3.2%
5	CN(C)S(=O)(=O)c1ccc(N2CCCC2)c(C(=O)NCC(=O)Nc2ccc(F)c(F)c2)c1	-1.6	nt	1.8	nt	5.8%	nt	0.5%	0.3%	2.6	1.4%
6	COC(=O)c1c(NC(C)=O)sc2c1CCN(Cc1ccccc1)C2	-9.1	nt	8.3	nt	4.0%	0.4	1.6%	-0.4%	-2.0	-6.6%
7	CCN(CC)CCn1c(=S)[nH]c2cc(C(=O)N3CC=C(c4ccccc4)CC3)ccc2c1=O	6.9	4.7%	nt	12.3%	1.4%	1.3	nt	-5.5%	nt	3.1%
8	CCC(C)Sc1nc2ccccc2n1CC(=O)O (stereo not given)	12.6	-8.1%	-4.3	-2.8%	5.1%	0.5	0.5%	-0.3%	-0.9	12.1%
9	CCN1CCN(CC(O)COc2ccc(C(C)=O)cc2)CC1 (stereo not given)	-0.3	0.7%	3.2	2.2%	8.6%	6.9	2.0%	3.5%	-2.4	7.0%
10	Cc1ccc(-c2nnn(CC(=O)N3CCCc4ccccc43)n2)cc1	-2.6	2.9%	-6.8	1.2%	-1.1%	2.1	-2.5%	-1.2%	7.5	-1.2%
11	COc1ccccc1C(C#N)c1cccc(Cl)n1 (stereo not given)	-2.7	1.6%	3.7	2.1%	2.3%	2.8	2.5%	5.8%	-24.0	?
12	O=C(Nc1ccc(N2CCN(C(=O)c3ccc(Cl)cc3)CC2)cc1)c1cccnc1	-11.2	4.6%	-5.4	4.3%	-5.8%	0.9	-2.9%	-16.6%	1.9	2.2%
13	COc1ccc(CNC(=O)CN(Cc2ccc(C)cc2)S(=O)(=O)c2ccc(Cl)cc2)cc1	-15.6	-2.2%	34.1	1.4%	4.9%	1.2	5.2%	3.2%	-5.9	-2.5%
14	OC(CNC1CCCCC1)CNC1CCCCC1	0.2	3.3%	nt	-5.4%	-0.8%	0.6	9.2%	-10.2%	-10.6	?
15	CC(=O)Nc1ccc(NC(=O)CSc2nc(=O)n3cccc(C)c3n2)cc1	5.8	nt	-15.3	nt	-5.9%	nt	-1.1%	-6.2%	-3.9	-5.8%
16	Cc1ccc(N(CC(=O)NCCSCc2ccco2)S(C)(=O)=O)cc1	33.6	-1.8%	2.0	-2.6%	6.5%	-2.4	-17.6%	2.6%	-3.1	2.2%
17	CCN1CCN(c2ncnc3sc(C)c(-c4ccccc4)c23)CC1	12.5	-5.2%	-3.3	-0.9%	-3.8%	5.9	1.7%	7.6%	-18.4	3.3%
18	O=C(NNc1ccc(C(F)(F)F)cc1[N+](=O)[O-])c1ccc(NS(=O)(=O)c2ccc(F)cc2)cc1	-19.3	-4.4%	-1.0	3.5%	-13.9%	-0.4	1.2%	?	-3.3	?
19	Cc1ccc2c(c1)N(CC(=O)NC1CCCC(C)C1C)C(=O)c1cccnc1O2 (stereo not given)	0.6	nt	-11.1	nt	-9.1%	1.3	-1.9%	0.0%	-1.8	8.8%
20	COc1ccc(CCN(C)C2CCCN(S(=O)(=O)c3ccccc3F)C2)cc1OC (stereo not given)	9.6	-3.0%	5.4	-3.2%	2.6%	-0.1	-2.3%	-0.3%	11.1	-0.9%
21	COc1ccc(N/N=C(\C=N\O)C(=O)c2ccc(OC)cc2)cc1	28.2	7.9%	2.6	0.4%	3.4%	3.6	-4.5%	7.4%	-16.8	?
22	CCNc1nc(N)nc(-c2cc(Cl)ccc2O)n1	-3.2	0.7%	1.0	nt	6.4%	-1.0	3.4%[46.1 µM]	0.4%	-9.0	?
23	Nc1c2c(=O)oc(-c3ccccc3)cc2nn1-c1ccccc1	-22.3	8.0%	-2.8	1.0%	-6.4%	-0.5	2.8%	1.5%	-6.2	-25.8%
24	Cc1c(NC(=O)C(C)OC(=O)/C=C/c2ccccc2)c(=O)n(-c2ccccc2)n1C (stereo not given)	-0.1	-3.4%	1.6	-2.0%	-0.3%	0.8	-2.3%	0.2%	13.3	6.3%
25	CCOc1ccccc1N1CCN(C(=O)c2ccc3[nH]c(C)c(C)c3c2)CC1	13.7	29.5%	-0.3	-2.0%	0.2%	1.9	-2.2%	2.2%	-7.1	?
26	O=C1c2ccccc2C(Nc2cccnc2)N1Cc1ccccc1 (stereo not given)	-2.8	-9.3%	3.8	2.4%	23.4%	2.3	1.5%	-0.4%	10.9	-10.5%
27	Cc1cc(C)c(S(=O)(=O)/N=C2/C=C(Sc3ncn[nH]3)C(=O)c3ccccc32)cc1C	-2.7	-3.9%	0.8	-0.4%	?	-95.9*	-6.2%[46.1 µM]	?	1.3	?
28	C=CCn1c(CNC(=O)c2ccco2)nnc1SCC(=O)c1ccc(F)cc1	-5.3	6.1%	-7.5	-1.3%	4.1%	-3.0	0.4%	4.6%	5.3	?
29	N#Cc1c(N2CCCCC2)nc(N)c2c(N)nc3c(c12)CC(c1ccccc1)O3 (stereo not given)	-13.8	29.0%	-7.3	nt	10.9%	-11.1	0.9%	1.1%	17.4	?
30	O=C(COC(=O)c1nc(Cl)ccc1Cl)NC1CCS(=O)(=O)C1 (stereo not given)	8.3	nt	-0.7	nt	0.1%	nt	3.6%	-0.4%	0.2	0.7%
31	Nc1cccnc1Oc1ccccc1F	0.7	-0.7%	-2.5	12.7%	-7.4%	1.5	-7.1%	1.2%	-0.3	?
32	OCCN1CCN(C(=S)Nc2ccc(Oc3ccccc3)cc2)CC1	10.4	3.2%	-21.2	1.2%	0.3%	-0.6	-1.7%	-0.7%	-6.0	2.9%
33	O=C(NC1CCCCC1)C(c1cccnc1)N(C(=O)c1csnn1)c1ccccc1F (stereo not given)	-4.9	-0.8%	0.2	0.5%	-6.2%	-0.3	1.7%	1.9%	-8.8	2.0%
34	Nc1nnn(CC(=O)N/N=C/c2ccco2)n1	-1.8	3.4%	-25.2	-0.5%	0.5%	0.7	3.0%	0.2%	-1.1	?
35	CC(C)(C)NCC(O)COc1c(F)cc(Br)cc1F (stereo not given)	-6.7	-8.7%	2.0	0.2%	4.7%	1.9	-0.9%	-2.5%	6.3	-16.9%
36	O=[N+]([O-])c1cccc(CN2CCN(Cc3ccco3)CC2)c1	?	-1.3%	-1.5	-1.8%	7.4%	-1.0	5.0%	3.9%	-0.5	0.2%
37	CC(C)c1ccc(S(=O)(=O)Nc2ccc3c(c2)OCO3)cc1	-8.7	nt	-12.0	nt	-1.8%	nt	nt	-2.2%	4.7	-0.2%
38	O=C(Cc1cc(=O)oc2cc(O)ccc12)N[C@@H](Cc1c[nH]c2ccccc12)C(=O)O	0.7	-3.0%	-7.0	-0.4%	0.1%	-1.2	-2.7%	9.8%	33.0[activator]	-0.3%
39	Cc1cc(O)c(-c2cc(C(=O)Nc3sc4c(c3C(=O)NCc3ccco3)CCC4)[nH]n2)cc1C	-3.0	27.5%	-13.2	0.1%	-4.2%	-1.8	4.3%	10.9%	-11.9	-6.6%
40	Cc1nn(S(=O)(=O)c2ccccc2)c(C)c1S(=O)(=O)N1CCOCC1	4.0	32.7%[activator]	2.3	-4.7%	15.2%	nt	-0.4%	-1.6%	-14.4	5.8%

Compound activity (PubChem BioAssay)
